# High-throughput results from PubChem.
# TcdB inh: inhibitors of Clostridioides difficile toxin B glycohydrolase; AID 652162; P18177; inhibition, % at 9.99 µM; TcdB glycohydrolase enzymatic assay, plate reader; actives 0.24% (n = 350,000); in the data active = inhibition above about 10%
# BioA inh: inhibitors of Mycobacterium tuberculosis BioA enzyme | actives 0.096% (n = 360,000) | purified M. tuberculosis BioA enzyme, plate reader | inhibition, % at 9.99 µM; in the data active = inhibition above about 40%
# Y pestis TopoI: Y. pestis Topo-I inhibition via cleavage products | AID 504884 | Y. pestis Topo-I cleavage product accumulation, plate reader | actives 0.064% (n = 360,000) | activity, % at 10 µM; in the data active = activity above about 50%, passing the limit was not always enough; note: inactives centre near 2
# Vc quorum ag: induces V. cholerae light production without autoinducers. V. cholerae BH1578 lux reporter, luminescence, 6 h. activation, % at 18.7 µM. actives 0.16% (n = 350,000); in the data active = activation mostly above about 9.7%, no sharp cut-off; note: not every result past the cut was called active; inactives centre near 0; reference of the scale not given here
# PfHsp40 rescue: restores yeast growth despite PfHsp40 toxicity | growth rescue, % at 12.5 µM | actives 0.68% (n = 340,000) | S. cerevisiae expressing PfHsp40, growth rescue, ATP luminescence; in the data active = growth rescue above about 28%, passing the limit was not always enough;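 note: yeast W303a lacking pdr1 and pdr3 grown in galactose medium; growth measured after three days at 30 °C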
# GDH-TPI counter: inhibits GDH-TPI coupling enzymes, artifact for Mtb FBA screen. GDH-TPI coupled enzyme counterscreen, NADH absorbance. inhibition, % at 4.8 µM. actives 1.2% (n = 360,000). AID 588335; in the data active = inhibition above about 30%;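 note: 0% = DMSO wells and 100% = wells lacking the enzyme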
# UGM FP inh: blocks M. tuberculosis UGM enzyme; P9WIQ1; purified UGM, fluorescence polarization probe displacement; inhibition, % at 10 µM; actives 0.06% (n = 320,000); in the data active = inhibition above about 10%, passing the limit was not always enough
# Target sequence (P9WIQ1 whole entry, looked up): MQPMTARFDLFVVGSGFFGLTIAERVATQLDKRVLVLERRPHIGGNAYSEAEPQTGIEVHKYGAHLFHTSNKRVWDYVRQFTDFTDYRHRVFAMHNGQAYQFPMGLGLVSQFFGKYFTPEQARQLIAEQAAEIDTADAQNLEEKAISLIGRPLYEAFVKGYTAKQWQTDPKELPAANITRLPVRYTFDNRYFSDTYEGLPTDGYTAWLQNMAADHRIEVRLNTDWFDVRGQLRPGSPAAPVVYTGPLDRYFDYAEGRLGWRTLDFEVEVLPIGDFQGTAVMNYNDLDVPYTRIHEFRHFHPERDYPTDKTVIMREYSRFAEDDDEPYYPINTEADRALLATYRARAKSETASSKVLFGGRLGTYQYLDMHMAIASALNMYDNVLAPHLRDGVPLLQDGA
# FadD28 FP inh: M. tuberculosis FadD28 bisubstrate binding inhibition; inhibition, % at 12.5 µM; actives 0.22% (n = 360,000); FadD28 bisubstrate probe binding, fluorescence polarization; in the data active = inhibition above about 8.5%, passing the limit was not always enough
# Mtb FBA inh: inhibitors of M. tuberculosis fructose-bisphosphate aldolase; P9WQA3; purified M. tuberculosis FBA, fluorescence read-out; inhibition, % at 1 µM; actives 2.3% (n = 360,000); AID 588726; in the data active = inhibition above about 27%;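 note: 0% = vehicle and 100% = reference inhibitor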
# Target sequence (P9WQA3 whole entry, looked up): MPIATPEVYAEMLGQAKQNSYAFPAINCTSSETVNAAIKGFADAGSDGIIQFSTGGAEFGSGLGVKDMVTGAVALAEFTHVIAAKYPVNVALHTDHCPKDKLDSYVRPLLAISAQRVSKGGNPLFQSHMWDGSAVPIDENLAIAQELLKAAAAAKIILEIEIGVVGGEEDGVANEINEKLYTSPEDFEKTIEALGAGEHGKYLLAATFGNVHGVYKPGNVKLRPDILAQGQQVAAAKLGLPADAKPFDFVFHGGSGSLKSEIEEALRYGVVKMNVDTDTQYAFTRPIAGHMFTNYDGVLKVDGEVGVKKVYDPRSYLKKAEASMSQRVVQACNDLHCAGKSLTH
# Active calls of the source: *; i = inactive; x = not tested or not shown. Compounds were not picked by outcome; 4.6% or so of the library scored in one or more.
SMILES,TcdB inh,BioA inh,Y pestis TopoI,Vc quorum ag,PfHsp40 rescue,GDH-TPI counter,UGM FP inh,FadD28 FP inh,Mtb FBA inh
CN1CC(=O)N(CC(=O)NCc2ccc(F)cc2)c2ccccc2C1=O,x,7.9,-10,x,-0.7,-2,-0.3,-0.9,-2
COc1cc(CNc2ccc3[nH]c(=O)[nH]c3c2)ccc1OCC(=O)NC(C)(C)C,x,2.8,-8,-0.7,-0.4,5,-0.7,-2.2,0
COC(=O)c1ccsc1NC(=O)CN1CCN(c2ncccn2)CC1,-0.1,-1.5,1,i,0.3,26,2.9,-1.6,-3
CCOC(=O)C1(CC2CC2)CCN(S(=O)(=O)C[C@]23CC[C@H](CC2=O)C3(C)C)CC1,1.1,x,-6,-0.6,-0.5,7,-2.1,0.3,4
O=C(Nc1ccc(S(=O)(=O)N2CCOCC2)cc1)C1COc2ccccc2O1 (stereo not drawn),x,4.1,2,-0.3,-0.1,3,-1.6,-3.0,3
O=C(N/N=C/c1ccccn1)c1ccc(NC(=O)c2ccccc2Cl)cc1,-0.2,x,0,-0.4,-0.4,10,-0.7,-2.8,0
COc1cc(NC(=O)C2C3CCC(O3)C2C(=O)O)cc(OC)c1 (stereo not drawn),0.6,-2.7,-11,-0.3,0.7,11,-2.9,-0.2,3
O=C(CSc1nnc(-c2cccs2)n1-c1ccccc1)N1CCCc2ccccc21,x,1.6,21,-0.1,0.6,0,-0.3,-5.5,1
COC(=O)c1cc(C(=O)Nc2cc(C)ccn2)cc([N+](=O)[O-])c1,x,x,-4,i,-0.1,1,0.2,-2.3,-4
Cc1cccc(NC(=O)c2cc3c(=O)n4ccccc4nc3s2)c1,0.5,-5.0,-2,-0.3,-1.0,-1,1.6,-1.5,13
O=C(Nc1ccc(OC(F)(F)F)cc1)Oc1ccccc1N1CCOCC1,0.5,x,2,0.0,-1.8,7,0.0,-1.5,-2
Cc1cccc(Sc2nc(-c3ccccc3)ccc2C#N)c1,x,-1.0,1,-0.5,-1.0,0,-0.3,-4.4,2
COc1ccc(CNC(=O)COC(=O)CCN2C(=O)C3CC=CCC3C2=O)cc1OC (stereo not drawn),0.5,-0.4,4,-2.1,0.8,4,-0.4,-2.5,-2
CCC(=O)N1CCc2cc(Br)cc(S(=O)(=O)NCc3ccccc3OC)c21,1.4,-4.5,-10,0.6,0.4,5,0.0,-0.7,0
CCOC(=O)c1ccc(S(=O)(=O)n2c(=O)oc3ccccc32)cc1,3.9,-2.5,6,-1.8,-0.4,5,-0.5,-0.9,-1
OCC1OC(n2cnc3c(NCc4ccco4)ncnc32)C(O)C1O (stereo not drawn),1.1,x,0,-2.3,0.0,8,x,-0.8,-1
O=C(N/N=C/c1ccc(Cl)cc1Cl)C(=O)NC1CC1,0.0,x,-11,i,0.2,-1,0.0,-4.6,-10
COCCSc1nc(N)c(NC(=O)c2ccc(OC)cc2)c(=O)[nH]1,1.4,x,-8,-0.3,-0.4,9,-3.5,-3.6,-2
Cc1ccc(CNC(=O)Cn2cnc3cc([N+](=O)[O-])ccc3c2=O)cc1,1.2,x,-7,3.0,-1.2,13,2.9,-1.3,0
O=C(NC(=S)Nc1ccc2oc(=O)ccc2c1)c1cccc(F)c1,2.3,-0.3,-12,-0.7,11,3,-1.8,-0.7,0
CCOC(=O)c1nn(-c2ccc(Cl)cc2)c2nc(Nc3ccccc3)cc(=O)n12,x,1.7,20,i,-1.4,19,2.2,-3.0,-2
O=C(Cn1ccc2cc(S(=O)(=O)N3CCCC3)ccc21)NCc1ccco1,1.6,0.0,2,i,0.2,9,-1.8,-2.2,0
Cc1cc(NC(=O)CCc2ccc(-c3ccccc3)o2)no1,1.1,-3.1,15,-0.5,-1.8,9,0.0,0.8,0
CC(=O)c1ccc(N(CC(=O)NC2CCCC2)C(=O)CNC(=O)c2cccs2)cc1,0.0,2.5,-1,-2.2,1.2,9,-2.3,-3.8,0
COc1ccc(/C=N/NC(N)=S)cc1OC(=O)c1ccccc1,x,0.8,16,-0.4,0.9,20,-1.0,0.8,0
c1ccc2c(c1)nc(N1CCOCC1)c1c3ccccc3[nH]c21,2.9,x,-11,-0.5,-0.8,-1,1.2,-2.9,31*
O=C(c1ccccc1)N1CCN(Cc2c[nH]c3ccccc23)CC1,x,-9.1,3,i,1.3,8,0.6,-1.5,-5
COc1ccc(N2CCN(CCCNC(=O)CCCn3c(=O)[nH]c4ccsc4c3=O)CC2)cc1,x,1.2,10,-0.3,-0.6,-1,2.5,-1.3,3
Cc1csc2nc(SCC(=O)Nc3ccccc3F)[nH]c(=O)c12,0.9,-0.2,-3,-0.3,-1.1,-4,-0.8,-3.8,3
CN1CC(=O)N(CC(=O)Nc2ccc(N3CCOCC3)cc2)C1=O,0.2,-2.5,-1,-0.3,-0.9,0,x,-0.2,4
COc1ccccc1CNCc1ccc(OC)c(OC)c1OC,x,-1.1,0,-3.7,0.4,11,-4.7,1.6,-1
Cc1nn(C)c(C)c1CN(C)C(=O)CCCC(=O)O,x,-2.6,0,-3.6,-0.2,4,1.3,-1.1,1
O=C(O)CCCCCn1c(O)c(C=C2N=c3ccccc3=N2)sc1=S,1.4,x,4,-0.4,-0.2,8,-2.5,1.6,-10
N#Cc1ccc(OCC(=O)Nc2cc(S(=O)(=O)N3CCOCC3)ccc2N2CCOCC2)cc1,0.8,-0.9,14,-0.4,-1.3,2,3.2,-0.1,1
COc1cc(C2Nn3c(nnc3-c3ccccc3OC)S2)ccc1O (stereo not drawn),x,-0.1,-3,i,0.4,26,-0.2,-0.3,5
CCCC(=O)Nc1c2c(nn1-c1ccc(F)cc1)CS(=O)(=O)C2,0.3,-2.1,-3,-7.7,-1.8,3,-1.3,-2.6,2
CC(C)(C)c1cc(/C=N/NC(=O)C[n+]2ccccc2)cc(C(C)(C)C)c1O,-0.4,1.6,-3,-0.6,1.0,-1,3.4,-3.7,0
Cc1ccc2ccccc2[n+]1CCCS(=O)(=O)[O-],x,-1.2,0,-0.3,-1.4,7,-0.7,-0.9,18
CC(OC(=O)CCN=C1NS(=O)(=O)c2ccccc21)C(=O)c1ccccc1 (stereo not drawn),-2.6,-2.5,-1,i,0.6,-8,-3.1,-2.6,-2
N#Cc1ccccc1Sc1ccccc1C(=O)Nc1ccc2ccccc2c1,0.9,x,7,i,4.1,7,3.8,-1.5,-3
CC1(c2ccc(Cl)cc2Cl)NC(=O)N(CC(=O)NCCC2=CCCCC2)C1=O (stereo not drawn),1.3,0.5,23,i,x,4,x,-3.7,-4
COP(=O)(C#Cc1ccccc1)C(O)c1ccc(Br)cc1 (stereo not drawn),2.5,x,5,-0.4,-1.7,-3,-2.5,-1.5,1
CC1(c2nnc(-c3ccc(F)cc3)o2)CC(c2ccccc2)=NO1 (stereo not drawn),x,1.2,25,-0.3,1.9,4,2.1,0.3,1
COc1cccc(CNC(=O)c2ccc(CS(=O)(=O)Cc3ccc(C)cc3)o2)c1,1.9,-0.7,5,-0.7,-1.5,7,-0.6,-3.6,-1
CCCSc1nsc(NC(=O)c2cccnc2OCC)n1,0.9,x,7,1.5,0.6,7,1.8,-2.7,3
Cc1ccc(C)c(NC(=O)COC(=O)c2ccc3ccccc3n2)c1,0.4,-2.3,6,-2.6,-0.1,8,-0.9,0.6,2
NC(=O)CC(NC(=O)Cc1cccc2ccccc12)c1ccc(NCCN2CCCC2)c([N+](=O)[O-])c1 (stereo not drawn),0.6,1.5,-8,i,12,6,-2.6,-3.1,5
Cc1ccccc1NC(=O)c1ccc(N/N=C/c2ccccc2O)c([N+](=O)[O-])c1,x,x,1,i,-0.2,7,0.5,1.3,1

# Reprinted at random: 2 records from the list, in no set order.
SMILES,TcdB inh,BioA inh,Y pestis TopoI,Vc quorum ag,PfHsp40 rescue,GDH-TPI counter,UGM FP inh,FadD28 FP inh,Mtb FBA inh
COc1cccc(CNC(=O)c2ccc(CS(=O)(=O)Cc3ccc(C)cc3)o2)c1,1.9,-0.7,5,-0.7,-1.5,7,-0.6,-3.6,-1
CC(OC(=O)CCN=C1NS(=O)(=O)c2ccccc21)C(=O)c1ccccc1 (stereo not drawn),-2.6,-2.5,-1,i,0.6,-8,-3.1,-2.6,-2

# A run of entries of the results above:
SMILES,TcdB inh,BioA inh,Y pestis TopoI,Vc quorum ag,PfHsp40 rescue,GDH-TPI counter,UGM FP inh,FadD28 FP inh,Mtb FBA inh
Cc1nn(C)c(C)c1CN(C)C(=O)CCCC(=O)O,x,-2.6,0,-3.6,-0.2,4,1.3,-1.1,1
O=C(O)CCCCCn1c(O)c(C=C2N=c3ccccc3=N2)sc1=S,1.4,x,4,-0.4,-0.2,8,-2.5,1.6,-10
N#Cc1ccc(OCC(=O)Nc2cc(S(=O)(=O)N3CCOCC3)ccc2N2CCOCC2)cc1,0.8,-0.9,14,-0.4,-1.3,2,3.2,-0.1,1
COc1cc(C2Nn3c(nnc3-c3ccccc3OC)S2)ccc1O (stereo not drawn),x,-0.1,-3,i,0.4,26,-0.2,-0.3,5
CCCC(=O)Nc1c2c(nn1-c1ccc(F)cc1)CS(=O)(=O)C2,0.3,-2.1,-3,-7.7,-1.8,3,-1.3,-2.6,2
CC(C)(C)c1cc(/C=N/NC(=O)C[n+]2ccccc2)cc(C(C)(C)C)c1O,-0.4,1.6,-3,-0.6,1.0,-1,3.4,-3.7,0
Cc1ccc2ccccc2[n+]1CCCS(=O)(=O)[O-],x,-1.2,0,-0.3,-1.4,7,-0.7,-0.9,18
CC(OC(=O)CCN=C1NS(=O)(=O)c2ccccc21)C(=O)c1ccccc1 (stereo not drawn),-2.6,-2.5,-1,i,0.6,-8,-3.1,-2.6,-2
N#Cc1ccccc1Sc1ccccc1C(=O)Nc1ccc2ccccc2c1,0.9,x,7,i,4.1,7,3.8,-1.5,-3
CC1(c2ccc(Cl)cc2Cl)NC(=O)N(CC(=O)NCCC2=CCCCC2)C1=O (stereo not drawn),1.3,0.5,23,i,x,4,x,-3.7,-4
COP(=O)(C#Cc1ccccc1)C(O)c1ccc(Br)cc1 (stereo not drawn),2.5,x,5,-0.4,-1.7,-3,-2.5,-1.5,1
CC1(c2nnc(-c3ccc(F)cc3)o2)CC(c2ccccc2)=NO1 (stereo not drawn),x,1.2,25,-0.3,1.9,4,2.1,0.3,1
COc1cccc(CNC(=O)c2ccc(CS(=O)(=O)Cc3ccc(C)cc3)o2)c1,1.9,-0.7,5,-0.7,-1.5,7,-0.6,-3.6,-1
CCCSc1nsc(NC(=O)c2cccnc2OCC)n1,0.9,x,7,1.5,0.6,7,1.8,-2.7,3
Cc1ccc(C)c(NC(=O)COC(=O)c2ccc3ccccc3n2)c1,0.4,-2.3,6,-2.6,-0.1,8,-0.9,0.6,2
NC(=O)CC(NC(=O)Cc1cccc2ccccc12)c1ccc(NCCN2CCCC2)c([N+](=O)[O-])c1 (stereo not drawn),0.6,1.5,-8,i,12,6,-2.6,-3.1,5
Cc1ccccc1NC(=O)c1ccc(N/N=C/c2ccccc2O)c([N+](=O)[O-])c1,x,x,1,i,-0.2,7,0.5,1.3,1

# Remaining list, next part
SMILES,TcdB inh,BioA inh,Y pestis TopoI,Vc quorum ag,PfHsp40 rescue,GDH-TPI counter,UGM FP inh,FadD28 FP inh,Mtb FBA inh
COc1cccc(/C=N/NC(=O)C(=O)Nc2ccccc2OC(F)(F)C(F)F)c1O,0.1,x,-13,i,18,16,0.5,-0.2,-7
O=Cc1ccc(Oc2cnccn2)cc1,0.2,x,0,i,-0.9,7,1.2,-1.4,1
c1cncc(CNc2cccc(-c3nc4ccccc4[nH]3)c2)c1,3.2,16,-10,i,0.4,8,1.6,-1.6,48*
Cn1cc(/C=C2\SC(=O)N(c3ccccc3)C2=O)c2ccccc21,x,-1.3,3,i,0.2,13,1.0,-1.4,1
CN1OC[C@@H]2CN(Cc3ccccc3)[C@H](c3ccc(-n4ccnc4)cc3)C[C@@H]21,0.6,-3.2,x,x,x,x,x,-5.2,1
COc1ccccc1NCC(=O)N/N=C/c1sccc1C,-0.5,x,-3,-0.4,x,20,-0.8,-0.9,2
CCN1CCN(C(=O)C2=C(C(=O)O)CCCC2)CC1,x,-1.8,-5,i,-1.1,-14,-2.1,-1.9,3
COC(=O)c1ccc(NC(=O)CCS(=O)(=O)c2ccc(C)cc2)cc1,-0.7,-0.4,-1,i,-1.1,-5,1.5,-2.5,1
